From PubChem
PfHsp90 set2 – inhibits growth of yeast expressing Plasmodium falciparum Hsp90; inhibition, % at 9.4 µM; S. cerevisiae expressing PfHsp90, BacTiter-Glo ATP, 48 h; yeast lacking PDR1 and PDR3 efflux regulators; hit rate 0.32% among 310,000;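 active = every replicate shows inhibition above about 80%, whatever the replicate mean, limit read from the data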;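 also: 0% = DMSO neutral controls and 100% = 20 µM radicicol positive controls; yeast relying on Plasmodium falciparum Hsp90 in place of its own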
Ecoli viability – reduces bacterial viability in AddAB counter-screen | inhibition, % at 11.9 µM | AID 449728 | E. coli V3065 growth, OD600 absorbance, 18 h | hit rate 0.27% among 330,000;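 active = inhibition above the campaign's mean inhibition across all tested compounds plus 3 SD, cut at about 9.9% in these data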;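 also: uninfected addAB+ strain grown without phage in ampicillin broth; 0% = DMSO wells and 100% = ciprofloxacin 0.95 µg/ml wells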
phage Ecoli inh – E. coli growth loss with phage present. growth absorbance. hit rate 0.26% among 360,000. AID 651602. inhibition, % at 11.9 µM; in the data active = inhibition above about 11%
OPRM1-OPRD1 ag – OPRM1-OPRD1 heterodimerization agonism; P35372+P41143; cells, luminescence; activation, % at 9.3 µM; hit rate 0.3% among 340,000; AID 504326; in the data active = activation above about 18%;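 also: 0% = vehicle-treated cells and 100% = reference agonist; values of inactives mirror those of a sister screen read the other way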
OPRM1-OPRD1 inv – inverse agonists of human mu-delta opioid receptor heterodimerization; cell-based MOR-DOR heterodimer luminescence, inverse agonism; AID 504357; inhibition, % at 9.3 µM; P35372+P41143; hit rate 0.21% among 340,000; in the data active = inhibition above about 22%, passing the limit was not always enough;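 also: 0% = cells with DMSO and 100% = wells without cells with DMSO; values of inactives mirror those of a sister screen read the other way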
Tat export inh – E. coli Tat transport inhibition; E. coli MC4100 TorA-mCherry Tat export, fluorescence; AID 488895; inhibition, % at 10 µM; hit rate 0.036% among 340,000;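 active = mean replicate inhibition at least 50% and at least half of replicates individually reaching 50%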;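 also: exported cargo escapes ClpAP degradation while cytoplasmic cargo is degraded and loses fluorescence; 0% = median of neutral control wells and 100% = median of NaSCN control wells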
AddAB inh – less growth of phage-infected E. coli with AddAB; E. coli expressing H. pylori AddAB, absorbance growth; inhibition, % at 11.9 µM; hit rate 0.29% among 330,000; in the data active = inhibition above about 12%;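 also: 0% = vehicle wells of infected cells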
Mot1-301 SUMO – SUMOylation pathway inhibition by Mot1-301 growth rescue; S. cerevisiae Mot1-301 growth rescue, ATP luminescence, 38.5C; percent above DMSO median, 100 means doubled; growth rescue, % at 18.8 µM; hit rate 1% among 320,000; AID 2716;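 active = every valid replicate shows activation above 250% relative to neutral control wells; inactive = the rest, any valid replicate at or below 250%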;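 also: OY570 slx delta 5 strain wells were the positive control but not used for scaling; some compounds called inactive have numbers as strong as hits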
PKA-R2B act – activates the human PKA-R2B holoenzyme complex; activation, % at 11.4 µM; AID 504700; PKA-R2B holoenzyme dissociation, Cy5-IP20 fluorescence polarization; R2B truncated from residue 108, S112A mutant; 0% DMSO only, 100% 113 µM cGMP; P22694+P31323; hit rate 0.079% among 340,000;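 active = activation above a cutoff set at the mean over all compounds plus 3 SD, cut at about 18% in these data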;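 also: higher means more holoenzyme dissociation and a rise in polarization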
Target sequence (P31323 whole entry, looked up, other chains not shown, the tested form may be a part): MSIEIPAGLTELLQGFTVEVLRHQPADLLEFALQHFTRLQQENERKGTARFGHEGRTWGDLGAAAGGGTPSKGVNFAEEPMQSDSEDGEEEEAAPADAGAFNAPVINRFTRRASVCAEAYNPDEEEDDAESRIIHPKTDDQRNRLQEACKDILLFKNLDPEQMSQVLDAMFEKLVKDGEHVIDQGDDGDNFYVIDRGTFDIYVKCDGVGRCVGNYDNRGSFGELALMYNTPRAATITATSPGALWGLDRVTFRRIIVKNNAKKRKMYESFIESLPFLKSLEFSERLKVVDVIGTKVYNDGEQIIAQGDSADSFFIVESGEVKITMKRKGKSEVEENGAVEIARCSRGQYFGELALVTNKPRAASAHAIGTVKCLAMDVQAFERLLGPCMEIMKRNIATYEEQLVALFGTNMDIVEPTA
PKA-R1A act – activates the PKA-R1A holoenzyme complex. P00514+P68181. PKA-R1A dissociation, Cy5-IP20 fluorescence polarization; scaled: DMSO 0%, 113 µM cGMP 100%. activation, % at 11.4 µM. hit rate 0.083% among 340,000;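 active = percent activation above the mean of all tested compounds plus 3 SD, cut at about 19% in these data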;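 also: higher means more PKAc released from R1A so a rise in polarization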
HTR5A inv ctr – HTR5A inverse agonism, opioid heterodimer counter-screen; AID 504634; inhibition, % at 9.3 µM; hit rate 0.083% among 340,000; P47898; HTR5A cell line, luminescence; in the data active = inhibition mostly above about 23%, no sharp cut-off; inactive = mostly below about 18%;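 also: 0% = cells with DMSO and 100% = no-cell wells with DMSO; some compounds called inactive have numbers as strong as hits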
Target sequence (P47898 whole entry, looked up): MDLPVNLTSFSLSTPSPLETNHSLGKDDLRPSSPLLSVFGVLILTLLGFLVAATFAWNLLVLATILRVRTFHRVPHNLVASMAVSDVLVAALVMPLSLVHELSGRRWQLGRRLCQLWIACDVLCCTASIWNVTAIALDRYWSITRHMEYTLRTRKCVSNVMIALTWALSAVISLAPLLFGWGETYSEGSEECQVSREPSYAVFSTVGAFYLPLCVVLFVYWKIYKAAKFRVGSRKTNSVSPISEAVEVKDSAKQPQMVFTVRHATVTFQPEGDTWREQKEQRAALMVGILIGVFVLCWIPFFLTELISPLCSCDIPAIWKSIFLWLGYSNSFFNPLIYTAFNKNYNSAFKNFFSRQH
Active calls of the source: *; / = not tested or not shown.

SMILES | Mot1-301 SUMO | Tat export inh | HTR5A inv ctr | PKA-R1A act | PKA-R2B act | Ecoli viability | OPRM1-OPRD1 inv | phage Ecoli inh | AddAB inh | OPRM1-OPRD1 ag | PfHsp90 set2
CCOC(=O)[C@@H]1[C@H]2COc3ccccc3[C@@H]2N2C(=O)N(c3ccc(Cl)cc3)C(=O)[C@@]12C | 2 | -8 | 8 | 8 | -3 | 0.2 | 9 | 2.5 | 1.6 | -1.6 | 0
COc1ccc(NC(=O)C23CC4CC(C2)CC(n2cnc(Br)n2)(C4)C3)c(OC)c1 | -3 | 3 | -4 | -5 | 2 | -2.1 | -2 | 1.4 | -0.2 | 0.4 | 7
Cc1cc(Br)ccc1OCC(=O)NNC(=O)Cc1ccccc1 | -11 | -7 | -34 | 3 | -6 | -0.2 | -8 | 1.6 | -0.2 | 1.3 | -22
Cc1ccc2c(c1)-c1[nH]c(=S)ncc1CS2 | 11 | 0 | 4 | -3 | -11 | -0.2 | 18 | 4.5 | 1.4 | -3.5 | -2
Cc1ccc(NC(=O)C(C)OC(=O)/C=C/c2ccccc2)cc1S(=O)(=O)N1CCOCC1 (stereo unspecified) | 17 | -1 | 15 | -1 | 7 | 3.3 | 12 | 1.0 | 2.9 | -2.3 | -27
COc1ccnc(N=CNOCc2cccc(C(F)(F)F)c2)c1C#N | 24 | -4 | -1 | 3 | -8 | 0.0 | -11 | 4.2 | 3.5 | 1.9 | 9
C/C(=N\Nc1nccnc1Cl)c1c(F)c(F)c(F)c(F)c1F | -28 | 8 | 10 | 1 | -13 | 0.4 | 17 | 2.8 | -2.2 | -3.6 | -6
COC(=O)[C@@]1(Cc2ccccc2)[C@H]2C(=O)N(Cc3ccccc3)C(=O)[C@H]2[C@H]2CN=C(SCC3CC3)N21 | / | -5 | 11 | 2 | -3 | -0.4 | 2 | 1.6 | -0.1 | -0.4 | -6
Cc1cccc(N2CCN(C(=O)c3ccc4c(c3)c(C)c(C)n4C)CC2C)c1 (stereo unspecified) | -16 | 14 | -11 | 2 | -10 | 1.2 | -28 | 0.9 | 2.9 | 5.6 | 10
Cc1ccc(C2CC(c3ccc(Cl)cc3)=NNC2=O)cc1 (stereo unspecified) | 46 | 6 | 15 | 1 | 2 | -0.1 | -14 | 4.9 | 2.4 | 2.8 | /
Cc1ccccc1C(=O)Oc1cccc(Nc2ncnc3ccccc23)c1 | / | 8 | -2 | 16 | -8 | 1.9 | -13 | 2.4 | 1.1 | 2.2 | 8
Cc1ccc(SCc2[nH]nc3c2C2(C(=O)N(C)c4ccccc42)C(C#N)=C(N)O3)cc1 (stereo unspecified) | 11 | 3 | -23 | -2 | -12 | -0.2 | 1 | -2.8 | -0.3 | -0.1 | -3
O=C(NC(=S)Nc1ccc([N+](=O)[O-])cc1O)C1CCCCC1 | 24 | -2 | 0 | -16 | 1 | 2.6 | 7 | 4.2 | 5.1 | -1.4 | /
COCCNC(=O)C(c1cccs1)N(Cc1cccs1)C(=O)Cn1nnc2ccccc21 (stereo unspecified) | -9 | -2 | 2 | -6 | -9 | -0.6 | 16 | 0.8 | -1.6 | -2.6 | 13
O=C(Nc1cccc(NC(=O)c2ccccc2F)c1)c1ccccc1 | 11 | -8 | -12 | -8 | -7 | -2.7 | 13 | -2.0 | -1.6 | -2.3 | -5
COC(=O)c1ccc(/C=N/OCC(=O)NC2CCCCCCC2)cc1 | -3 | -7 | -8 | 2 | 2 | -0.2 | -14 | 2.8 | -0.5 | 2.6 | 9
CN(C)C(=O)c1ccc(NC(=O)c2cncc(Br)c2)cc1 | -11 | 10 | 8 | 0 | 1 | 1.3 | 19 | 4.3 | 2.1 | -3.8 | 4
Oc1c(CN2CCN(c3ccc(F)cc3)CC2)cc(Cl)c2cccnc12 | -8 | -1 | 2 | -10 | -2 | 6.8 | 7 | 13* | 6.4 | -1.3 | 136*
COc1cccc(NC(=O)COC(=O)CCOc2ccccc2OC)c1 | 29 | 3 | -27 | -2 | -4 | -0.9 | 15 | 3.2 | 0.0 | -3.0 | /
Cc1ccnc(NS(=O)(=O)c2ccc3ccccc3c2)n1 | 16 | -19 | -28 | 0 | 2 | 2.2 | 8 | / | 0.3 | -1.6 | 12
CC(NC(=O)C1CCC(CNc2c(N3CCCCC3)c(=O)c2=O)CC1)c1ccccc1 (stereo unspecified) | 2 | -6 | 3 | -3 | 0 | 0.2 | -3 | 4.1 | 1.1 | 0.6 | -4
Cc1cc(NC(=O)c2c(F)cccc2F)n(-c2nc3ccccc3[nH]2)n1 | 12 | 0 | -9 | -1 | -5 | -2.1 | 1 | 1.0 | -2.3 | -0.1 | /
O=C(CSCc1c(Cl)cccc1Cl)NN=C1CCCC1 | 2 | -8 | 4 | 0 | -14 | -3.0 | -10 | -0.3 | -2.2 | 2.1 | -8
COc1ccc(-n2nc(C(=O)NCC(=O)N3CCOCC3)c3ccccc3c2=O)cc1OC | -15 | 3 | 7 | 4 | -5 | -0.6 | 3 | -0.7 | 1.6 | -0.4 | -4
CC(=O)c1ccc(OCCCC(=O)Nc2cc(Cl)ccc2-n2cncn2)cc1 | 24 | 3 | 4 | -4 | -2 | -0.9 | 24 | -1.6 | 3.5 | -7.5 | 0
COc1ccc(OCCSc2nc(C)nc3ccccc23)cc1 | 67 | 9 | -41 | 4 | 3 | 4.8 | -14 | 2.8 | 0.7 | 2.7 | -13
N#CCSc1nc2ccc(N3CCCCC3)cc2c(=O)n1Cc1ccccc1 | 472 | 2 | -16 | 9 | -1 | -1.5 | 1 | 1.4 | -0.3 | -0.2 | -3
COc1ccc(-n2ncc3c(NCc4ccco4)ncnc32)cc1 | 16 | 3 | 18 | -5 | -2 | 1.3 | -3 | 2.0 | 1.3 | 0.6 | /
COc1cccc(/C=N/NC(=O)CNC(=O)COc2ccccc2)c1O | 8 | -3 | -2 | -4 | 3 | -4.1 | 6 | -0.1 | 0.3 | -1.1 | -4
O=C(N/N=C/c1cccc(O)c1)c1ccc(COc2ccccc2Br)cc1 | -7 | -9 | -39 | -5 | -13 | -5.3 | -6 | 1.5 | 2.5 | 1.0 | 6
CCCCOC(=O)Cn1c(=N)n(CCN(CC)CC)c2ccccc21 | -16 | -7 | / | 2 | -5 | 2.5 | / | 1.7 | 3.0 | / | /
Cc1ccc(C(=O)N2N=C(c3ccc(NS(C)(=O)=O)cc3)CC2c2cccs2)cc1 (stereo unspecified) | -2 | -9 | 8 | -6 | -7 | 0.6 | 6 | -1.6 | -1.1 | -1.2 | -26
COc1ccccc1/C=C/C(=O)NCC(=O)N/N=C(/C)c1ccc(Cl)cc1 | -3 | -9 | 10 | 0 | 8 | -1.2 | -9 | 0.6 | 2.7 | 1.8 | 7
Cc1ccc(S(=O)(=O)N2CCCC2C(=O)NCCc2nc3ccccc3[nH]2)cc1 (stereo unspecified) | 6 | 0 | -25 | 2 | 7 | -2.5 | -21 | 4.0 | 1.1 | 3.9 | -21
O=C(c1ccc(S(=O)(=O)N2CCOCC2)cc1)N1CCN(S(=O)(=O)c2ccc(Cl)s2)CC1 | 0 | 25 | 24 | -8 | -9 | -4.0 | -7 | 2.7 | 2.5 | 1.4 | 5
Cc1ccc2oc(-c3cccc(NC(=S)NC(=O)c4cccs4)c3)nc2c1 | 6 | 1 | -4 | -5 | 1 | 0.2 | 17 | 3.1 | 0.4 | -3.2 | -15
COc1cc2c(cc1OC)CN(C(=O)CCNS(=O)(=O)c1ccccc1F)CC2 | -1 | -3 | -17 | 4 | 4 | -1.1 | 6 | 2.5 | -2.5 | -1.1 | 5
COc1ccccc1CNC(=O)COC(=O)Cc1ccc(Cl)cc1 | -7 | -1 | -14 | 2 | 7 | -1.5 | -6 | 3.8 | 0.4 | 1.0 | -24
O=C(Nc1cccc(C(F)(F)F)c1)c1cccnc1N1CCN(CCO)CC1 | -26 | 2 | -13 | -4 | 0 | 1.8 | 10 | 3.8 | -0.4 | -2.1 | 6
O=S(=O)(Nc1ccc2c(c1)OCCO2)c1c(F)cccc1F | 6 | 4 | 15 | -6 | 5 | -0.9 | 8 | 3.5 | 0.9 | -1.5 | 10
CCN(C(=O)COC(=O)c1cc(Cl)ccc1OC)c1c(N)n(Cc2ccccc2)c(=O)[nH]c1=O | 10 | 0 | 7 | -5 | 8 | 0.5 | 5 | 4.4 | 2.2 | -1.0 | -12
Cc1ccccc1Oc1nc(-c2ccccn2)nc2ccccc12 | 6 | 4 | 14 | 1 | -5 | -0.5 | -7 | -0.9 | -1.1 | 1.4 | -7
Cc1cc(NC(=O)c2noc3c2CCCCC3)no1 | -1 | -4 | 5 | 1 | -2 | 2.2 | -3 | / | 3.8 | 0.6 | -7
COc1ccc(CCNC(=O)C2CC(c3cc(C(F)(F)F)cc(C(F)(F)F)c3)=NO2)cc1 (stereo unspecified) | 17 | 12 | 15 | 0 | -10 | -1.7 | -28 | 1.8 | -0.2 | 5.0 | -30
CCOC(=O)C(NS(=O)(=O)c1ccc(Br)cc1)C(C)C (stereo unspecified) | -5 | 5 | 11 | -14 | -7 | 1.5 | 19 | / | 0.9 | -3.5 | 32
O=[N+]([O-])c1cccnc1S(=O)(=O)c1ccccc1 | 102 | -15 | 9 | 1 | -5 | -1.8 | -10 | 1.6 | -1.9 | 1.9 | 9
O=C(CCc1nnc(COc2ccccc2)o1)NCc1ccc(Cl)s1 | -19 | 10 | -28 | 0 | -2 | -0.8 | 2 | 1.8 | 0.0 | -0.5 | 2
